Screens as filed in PubChem BioAssay.
RAD52 anneal inh – RAD52 (human) annealing inhibition; inhibition, % at 18.7 µM; P43351; 360,000 compounds, 0.46% hits; AID 651710; recombinant RAD52 DNA annealing, FRET fluorescence;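 active means every replicate showing at least 50% inhibition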
Target sequence (P43351 whole entry, looked up): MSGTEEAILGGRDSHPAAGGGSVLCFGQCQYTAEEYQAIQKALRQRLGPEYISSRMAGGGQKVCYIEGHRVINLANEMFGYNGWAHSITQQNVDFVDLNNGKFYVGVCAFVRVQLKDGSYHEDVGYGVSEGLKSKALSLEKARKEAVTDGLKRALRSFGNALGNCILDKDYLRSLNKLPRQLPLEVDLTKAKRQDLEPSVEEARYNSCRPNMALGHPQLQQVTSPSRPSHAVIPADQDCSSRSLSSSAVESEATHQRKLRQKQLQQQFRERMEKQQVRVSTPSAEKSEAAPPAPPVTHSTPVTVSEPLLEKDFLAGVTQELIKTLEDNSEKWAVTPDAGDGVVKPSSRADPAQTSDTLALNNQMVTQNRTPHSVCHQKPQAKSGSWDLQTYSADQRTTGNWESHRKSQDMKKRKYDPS
RAD54 inh – inhibitors of human RAD54 branch migration; inhibition, % at 10.4 µM; 360,000 compounds, 0.14% hits; RAD54 Holliday junction branch migration, FAM/BHQ fluorescence; Q92698;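 active means mean normalized replicate activity at least 40 and at least half of replicates scoring 40 or more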;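 further: 0% = median of neutral control wells and 100% = median of positive control wells; inhibitors cause a drop in the FAM fluorescence signal; in these data hits start at about 50%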
FN deposition inh – fibronectin deposition inhibition; AH1F fibroblasts, Alexa488-fibronectin deposition fluorescence, overnight; inhibition, % at 12.6 µM; 350,000 compounds, 0.086% hits; AID 743247;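 active means mean inhibition across replicates of 30% or more, regardless of how many single replicates reach that level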;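 further: positive control wells lacked labelled fibronectin entirely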
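Assay system: AH1F fibroblasts assembling fluorescent fibronectin matrix; Amount: 10000 AH1F cells per well; Buffer or medium: DMEM, 2% serum; Probe or stimulus: Alexa488-fibronectin, 24 nM final in well; Doses: single compound dose, delivered by pin transfer; Incubation: 1 h adhesion, overnight exposure; Measured by: fluorescence 485/525 nm; Read-out: fibronectin deposition inhibition.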
Xi reactivation – reactivates the inactive X chromosome in mouse fibroblasts. XiGFP mouse fibroblasts, % GFP-positive cells imaging, 3 d; cells co-treated with 5-aza-dC sensitizer; scaled so ellipticine positive control = 100%. activation, % at 7.58 µM. 360,000 compounds, 0.055% hits. AID 743238;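 active means mean normalized replicate activation at least 10% and every replicate at or above 10%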;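 further: 0% = median of on-plate neutral control wells and 100% = ellipticine 6 µM median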
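Assay system – SV40-immortalized XiGFP fibroblast cells, line 68-5-11 · Buffer or medium – DMEM supplemented with 5-aza-dC as sensitizing agent · Dosing – one concentration, pinned · Benchmarks – positive control ellipticine, 6 µM final · Times – 3 days compound exposure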
esBAF inh – blocks esBAF chromatin remodeling in mouse ES cells. Bmi1-luciferase knock-in reporter, 24 h; 100% = twice the neutral-well signal. reporter increase, % at 12.5 µM. 350,000 compounds, 2% hits. AID 602393; in the data active means activation above about 40%;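 further: 0% = median of the plate's neutral control wells and 100% = double that signal; a rise in the Bmi1 reporter signal indicates esBAF inhibition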
S100A4 inh HTS – inhibitors of human S100A4 binding to myosin IIA peptide; S100A4/TAMRA-MyoIIA peptide fluorescence polarization; inhibition, % at 10.7 µM; 360,000 compounds, 0.14% hits; AID 652163;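 active means mean inhibition of at least 70% across replicates, with every replicate also reaching that level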
Target sequence (P26447 whole entry, looked up): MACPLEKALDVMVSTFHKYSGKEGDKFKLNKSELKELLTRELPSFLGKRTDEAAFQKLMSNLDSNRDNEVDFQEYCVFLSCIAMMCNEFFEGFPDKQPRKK
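Test system: S100A4 monomer protein. Medium: HEPES buffer with Ca2+, pH 7.2. Reagent: fluorescent myosin IIA peptide, 5 nM. Compound dosing: single-point compound testing. Timing: 5 min between mix addition and reading. Benchmarks: DMSO neutral and TFP positive wells.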
EWS-Fli inh – blocks EWS/Fli oncoprotein-driven transcription; inhibition, % at 12.6 µM; 350,000 compounds, 0.67% hits; A673 NR0B1-luciferase reporter, viability-normalised;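 active means mean inhibition of at least 50% after viability correction, with every replicate also passing that limit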;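 further: firefly luciferase signal divided by Alamar Blue viability fluorescence both relative to DMSO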
E-selectin induc – induces E-selectin expression in human endothelial cells. P16581. HUVEC E-selectin immunofluorescence imaging; normalized: neutral wells 0, TNF-alpha wells 100. activation, % at 7.58 µM. 260,000 compounds, 0.37% hits. AID 686992;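 active means mean E-selectin-positive cell signal at least 10% of the positive control, reached in at least 60% of replicates, without over 20% cell loss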;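 further: in these data hits start at about 27%; measured in HUVEC primary endothelial cells; signal is the percent of cells scored E-selectin positive by PE staining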
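material = human umbilical vein endothelial cells (HUVEC), E-selectin induction | quantity = 3,000 cells/well | medium = EGM-2 growth medium on 0.1% gelatin-coated wells | technique = immunofluorescence imaging | read-out basis = % PE-positive cells | control set = TNF-alpha positive control, DMSO neutral control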
The depositor's hits bear a star; · = no result given; & = joins results of further samples.

SMILES | RAD52 anneal inh | RAD54 inh | FN deposition inh | Xi reactivation | esBAF inh | S100A4 inh HTS | EWS-Fli inh | E-selectin induc
CSCc1cc(C(=O)NCCN2CCOCC2)c(N)s1 | 0 | · | 1 | 0.0 | · | -13 | -5 | -0.1
COc1ccc(CN(C)C[C@H]2OCCCC[C@H](C)Oc3ccc(NC(=O)Nc4c(C)noc4C)cc3C(=O)N([C@@H](C)CO)C[C@@H]2C)cc1 | 5 | 5 | · | -0.3 | -1 | -16 | 1 | 0.0
CCN(c1ccc(NC(=O)COC(=O)c2ccc(C)s2)cc1)C(C)C | -11 | -4 | 12 | 0.3 | 1 | 2 | -6 | ·
C[C@@H]1CN([C@H](C)CO)C(=O)c2cccc(NC(=O)C3CC3)c2O[C@H]1CN(C)CC1CC1 | 8 | 9 | · | 0.2 | -10 | 36 | 5 | 111*
CCN(CC)C(=S)NC(=O)C12CC3CC(CC(C3)C1)C2 | -11 | -22 | · | 0.0 | 15 | -3 | -7 | ·
O=C(c1ccc(-c2ccc([N+](=O)[O-])cc2)o1)N1CCN(S(=O)(=O)c2cccs2)CC1 | -34 | 1 | -1 | -0.2 | 14 | -4 | -4 | ·
Cc1cnc(C(=O)OCC(=O)Nc2ccc(C)c(S(=O)(=O)N(C)C)c2)cn1 | -10 | · | 3 | -0.1 | · | 0 | 3 | 3.8
Cc1ccc(CSCc2ccc(C(=O)NCCC(C)C)o2)cc1 | -45 | -2 | 18 | 0.0 | -3 | 2 | 1 | ·
Cc1[nH]c(N=Nc2ccccc2)nc1N=Nc1ccccc1 | 2 | · | -5 | -0.3 | · | 0 | -32 | ·
C[C@@H]1CN([C@@H](C)CO)C(=O)c2cccc(NC(=O)Nc3ccc(C(F)(F)F)cc3)c2O[C@H]1CN(C)C(=O)Nc1ccc2c(c1)OCO2 | · | 3 | · | -0.1 | 14 | · | -51 | 0.0
CNC(=O)c1cc(C(=O)c2ccc(C(F)(F)F)cc2F)c[nH]1 | 2 | · | 6 | 0.0 | 1 | -1 | 3 | ·
COc1ccc(NC(=O)N(C)C[C@H]2Oc3ccc(NC(=O)Cc4ccccc4)cc3CC(=O)N([C@H](C)CO)C[C@H]2C)cc1 | 0&-76 | 2&-7 | -11 | 0.2&-0.3 | -7&0 | 16&-5 | 1&-1 | -12&-0.3
CCOc1ccc(N2C(=O)CN(c3cccc4ccccc34)C2=S)cc1 | -10 | -5 | -5 | 0.8 | 5 | 0 | 17 | 2.0
CS(=O)(=O)Nc1ccc2c(c1)[C@H]1C[C@H](CC(=O)NCc3cc(F)ccc3F)O[C@H](CO)[C@H]1O2 | -11 | -14 | -13 | 0.0 | -3 | -12 | 1 | 0.1
CCCCN(C(=O)c1cccc(-n2cccc2)c1)c1c(N)n(CCCC)c(=O)[nH]c1=O | -23 | 6 | 9 | -0.1 | · | -7 | -3 | 1.9
O=c1ccc(-c2ccc(S(=O)(=O)Nc3cccc([N+](=O)[O-])c3)s2)n[nH]1 | -16 | -7 | 2 | 0.0 | -2 | 5 | · | ·
Cc1cc(SCC(=O)N/N=C/c2ccc(O)c(O)c2)nc2ccccc12 | -8 | 2 | 6 | 0.0 | -17 | -3 | 42 | -0.2
CCN1C(=O)N[C@H]2C[C@@H](c3ccccc3)[C@@H](C)[C@@H](C(=O)N3CCCC3)C[C@H]21 | -5 | · | 0 | -0.1 | · | -1 | -7 | 1.1
Cc1sc2nc(SC3CCOC3=O)n(Cc3ccccc3)c(=O)c2c1C (stereo unspecified) | -10 | · | -8 | 0.6 | · | 2 | -2 | ·
COc1cccc(S(=O)(=O)Nc2ccc3c(c2)C(=O)N(C)C[C@@H](OC)[C@H](C)CN[C@H](C)CO3)c1 | -9 | -2 | 3 | 0.0 | -6 | -17 | -5 | -0.2
COc1ccc(C#Cc2ccc3c(c2)O[C@@H](CN(C)C)[C@H](C)CN([C@H](C)CO)S3(=O)=O)cc1 | -4 | -3 | 2 | -0.1 | -13 | 2 | 15 | -0.2
COc1ccc2c3c(n(C)c2c1)[C@@H](CO)N(C(=O)Nc1cccc(F)c1)CC31CN(C)C1 | 3 | · | · | 0.0 | · | 5 | -1 | 0.4
CCOC(=O)C1CCN(c2c(NCCN(CC)c3ccccc3)c(=O)c2=O)CC1 | -10 | -8 | 0 | 0.2 | -7 | -2 | 9 | 5.0
O=C(NC(C(=O)N/N=C/c1ccccn1)c1n[nH]c(=O)c2ccccc12)c1ccccc1 (stereo unspecified) | -17 | · | -8 | -0.1 | -3 | -1 | -6 | 4.5
Cc1nnc(NC(=O)CSc2nnc(CNC(=O)c3ccccc3)n2-c2ccccc2)s1 | -13 | 5 | -4 | -0.1 | -4 | -1 | -7 | 0.4
C[C@@H]1CN([C@@H](C)CO)S(=O)(=O)c2ccc(C#CC(C)(C)O)cc2O[C@@H]1CN(C)Cc1ccc(-c2ccccc2)cc1 | 8 | 1 | 6 | 0.0 | -5 | 2 | 30 | 0.1
CCCCc1nnc(NC(=O)c2nc3nccc(C)n3n2)s1 | -7 | 4 | 3 | 0.5 | · | -5 | 1 | -1.7
c1ccc(C2CNCc3c2ccc2ccccc32)cc1 (stereo unspecified) | 5 | 10 | 0 | 0.0 | · | -3 | 35 | -0.1
Cc1c2cnn(CC(=O)NCCN3CCOCC3)c(=O)c2c(C)n1Cc1ccccc1F | -4 | 3 | 4 | 0.0 | -7 | 2 | -3 | ·
Cc1ccccc1N=C1NC(=O)/C(=C/c2cccnc2)S1 | -8 | -3 | 1 | 0.0 | · | -3 | 19 | ·
Cc1ccc(NC(=O)CSc2nnc(Cc3ccccc3)c(=O)[nH]2)c(C)c1 | -11 | 1 | -7 | 0.3 | -6 | 0 | -4 | ·
Cn1ccnc1Sc1cc(NCCCO)c([N+](=O)[O-])c2nonc12 | 1 | 5 | · | 0.6 | 4 | 1 | 19 | ·
CC(C)NC(=O)Nc1ccc2c(c1)C(=O)N([C@@H](C)CO)C[C@@H](C)[C@@H](CN(C)Cc1ccc(Cl)c(Cl)c1)OCCCC[C@@H](C)O2 | 16 | 1 | -8 | 0.0 | -7 | 3 | 3 | ·
COc1cccc(CNC(=O)C[C@H]2CC[C@H]3[C@H](COc4ccc(NC(=O)c5cccs5)cc4C(=O)N3C)O2)c1 | 14 | 1 | 0 | 0.1 | 4 | -42 | 2 | -0.3
CCOC(=O)c1nnn2c1nc(SCC(C)=O)c1ccccc12 | -12 | 0 | 0 | 0.0 | · | -6 | 1 | 2.3
COc1ccc(OC)c(C(=O)c2ccc(C(=O)Nc3cccc4ccccc34)cc2)c1 | -10 | · | 13 | 0.5 | · | 0 | -9 | 1.0
COc1ccccc1-n1cnnc1SC(C)C(=O)Nc1cccc([N+](=O)[O-])c1 (stereo unspecified) | -9 | · | 11 | 0.3 | · | 5 | -4 | -1.7
C[C@H]1CN([C@@H](C)CO)S(=O)(=O)c2ccc(C#Cc3ccccc3)cc2O[C@H]1CN(C)S(=O)(=O)c1ccccc1F | -20 | -8 | · | -0.4 | -3 | -3 | 11 | -0.1
O=C(C[C@H]1CC[C@@H]2NC[C@@H](O)COC[C@H]2O1)NCCc1ccccc1 | -5 | -3 | 4 | -0.1 | -2 | -11 | -2 | 0.1
Cn1ccc2c(-c3cncc4ccccc34)cc3c(c21)C1CCC3C1 (stereo unspecified) | -20 | 4 | -3 | 0.0 | 3 | 8 | 2 | 1.4

Some of these compounds in order of the RAD52 anneal inh value, largest number first:
Molecule | RAD52 anneal inh
COc1ccc(OC)c(C(=O)c2ccc(C(=O)Nc3cccc4ccccc34)cc2)c1 | -10
CCOC(=O)c1nnn2c1nc(SCC(C)=O)c1ccccc12 | -12
O=C(NC(C(=O)N/N=C/c1ccccn1)c1n[nH]c(=O)c2ccccc12)c1ccccc1 (stereo unspecified) | -17

More records.
SMILES | RAD52 anneal inh | RAD54 inh | FN deposition inh | Xi reactivation | esBAF inh | S100A4 inh HTS | EWS-Fli inh | E-selectin induc
C[C@H]1CN([C@@H](C)CO)S(=O)(=O)c2ccc(-c3cncnc3)cc2O[C@H]1CN(C)C(=O)CN(C)C | -8 | -1 | -3 | -1.2 | 0 | -4 | -5 | 0.3
O=C(Cc1ccc(Cl)cc1)Nc1ccccc1C(=O)N1CCCC1 | -5 | -3 | 4 | 0.3 | 1 | -17 | · | ·
CCOC(=O)C(=O)NCC(c1cccs1)S(=O)(=O)c1ccc(F)cc1 (stereo unspecified) | -11 | -3 | -1 | 0.0 | 8 | -2 | 6 | 0.6
O=C(Nc1nc(-c2ccccc2)cs1)c1ccc2c(=O)n3c(nc2c1)CCCCC3 | -50 | · | -4 | 0.3 | · | -26 | 1 | 0.1
O=C(Nc1ccccc1F)c1c[nH]c(=O)[nH]c1=O | -14 | -10 | -13 | 0.0 | 0 | 0 | -9 | -1.0
COc1ccccc1S(=O)(=O)N[C@H]1CC[C@H](CCNC(=O)C2CCOCC2)O[C@H]1CO | -10 | 1 | · | 0.2 | -1 | 3 | · | -1.6
CO[C@@H]1CN(C)C(=O)c2cc(NC(=O)c3cc(C)on3)ccc2OC[C@@H](C)N(C(C)=O)C[C@H]1C | -10 | 5 | -12 | 0.2 | 1 | -3 | 0 | -0.1
O/N=C/c1cn(-c2ccccc2)nc1-c1cccnc1 | -12 | 1 | 4 | 0.1 | · | -11 | -15 | 4.4
CC(C)CCNC(=O)C1CCC(CNS(=O)(=O)c2ccc(Cl)cc2)CC1 (stereo unspecified) | -9 | 4 | 0 | 0.3 | 2 | -1 | 10 | 0.0
COc1cccc(OCC(=O)NNC(=O)C(=O)N2CCCC2)c1 | -4 | -2 | -1 | -0.1 | · | -8 | -3 | ·
C=CCNC(=O)c1ccc2c3n(nc2c1)-c1ccc(Cl)cc1CO3 | -18 | 1 | 2 | -0.1 | 53* | -16 | -159 | 0.0
CCOC(=O)c1nc2ccccc2c(=O)[nH]1 | 2 | 7 | 11 | 0.0 | · | -56 | -29 | 4.1
CN(CC(=O)Nc1ccc(N2CCOCC2)cc1)C(=O)c1cccc(Cl)c1Cl | -6 | 2 | -4 | 0.0 | -1 | -3 | -8 | ·
C[C@H](CO)N1C[C@H](C)[C@H](CN(C)C(=O)C2CC2)Oc2ncc(-c3cccnc3)cc2C1=O | -8 | -2 | -6 | 0.5 | -4 | -3 | -9 | -0.1
O=C(O)CCC(=O)N1CCN(c2nc(-c3ccccc3)c3ccccc3n2)CC1 | -9 | -6 | 2 | 0.3 | -2 | -5 | 1 | ·
Cc1nc2c(=O)[nH]c3ccccc3c2o1 | -4 | · | 8 | 0.0 | · | -14 | 2 | ·
COCC(=O)N1CC(=O)N2[C@H](CO)[C@@H](c3ccc(Br)cc3)[C@@H]2C1 | -10 | · | · | 0.2 | · | -12 | -14 | -0.4
CO/N=C\CC(=O)Nc1ccc(Oc2ccccc2)cc1 | -10 | -10 | -6 | 0.3 | -13 | 2 | 49 | ·
